# Assay outcomes as filed in PubChem BioAssay.
# a7 integrin act: activates integrin-mediated alleviation for muscular dystrophy | alpha7betagal myoblasts, beta-gal FDG fluorescence, 48 h | Potency, µM (series often up to 38.3 µM), for the others: top-dose activation, most hits filed as activators | hit rate 0.064% among 350,000 | AID 624291; active means well fitted activation curve with a large enough effect;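 further: 100% = response of the positive control SU9516; nearly all actives have a fitted effect of over 60% in size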
#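 alpha7betagal+/- myoblasts (passage 13, 250/well) treated 48 h at 37C with compounds at 1:260 dilution of DMSO stock. Lysed, then beta-galactosidase activity read as FDG fluorescence (ex 480/em 540) after 30 min, with pre-read for autofluorescence.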
# Active calls of the source: *; [ ] = remark or other dose. Potency means the concentration at half of the fitted maximal effect. This is a subset, so the mix of outcomes need not match the whole.
no.	mol	a7 integrin act
1	CCOc1ccc(NC(=O)CN2CCN(c3ccc(F)cc3)CC2)cc1S(=O)(=O)N1CCCC1	16.4%
2	CNC(=O)C[C@@H]1C(=O)N(CCc2ccccc2)CC1(C)C	-15.7%
3	O=C(Cc1ccccc1F)Nc1cc(S(=O)(=O)N2CCCCC2)ccc1N1CCOCC1	-7.8%
4	O=CC(=Cc1ccccc1)c1ccccc1	-11.7%
5	Cc1ccc(C2NC(=S)N3C(c4ccc(C)cc4)NC(=S)N23)cc1 (centres undefined)	12.4%
6	O=c1[nH]c(CN2CCCCC2)ccc1O	8.7%
7	C#CCN(C[C@H]1[C@H](OC(=O)NCC2CCCCC2)[C@H](OC(=O)NCC2CCCCC2)C[C@@H](C(=O)OC)[C@H]1C(=O)OC)S(=O)(=O)c1ccc(C)cc1	3.8%
8	O=C(NCCCN1CCCC1)c1ccc2c(c1)N(Cc1cccc(Cl)c1)C(=O)c1ccccc1S2(=O)=O	-61.4%[inhibitor]
9	COc1cccc(C(=O)Nc2cc(C)on2)c1	17.7%
10	CC1(c2ccc(Cl)cc2)NC(=O)N(CC(=O)N2CCN(C(=O)c3cccs3)CC2)C1=O (centres undefined)	-0.7%
11	COc1ccc(CN2C(=O)C(CC(=O)NCc3cccs3)CC(C(=O)N(C(C)C)C(C)C)=C2C)cc1 (centres undefined)	-26.5%
12	O=S(=O)(Cc1ccccc1)C(c1ccccc1)S(=O)(=O)Cc1ccccc1	-14.0%
13	N=C1CCCC1C(=S)SCCC(N)=O (centres undefined)	14.4%
14	C[C@@H]1CN([C@@H](C)CO)C(=O)c2cc(NC(=O)c3ccncc3)ccc2O[C@@H](C)CCCCO[C@@H]1CN(C)C(=O)Cc1ccccc1	3.8%
15	C[C@H]1CN([C@@H](C)CO)C(=O)CCCn2nncc2CO[C@@H]1CN(C)Cc1ccc(-c2ccccc2)cc1	-33.3%[inhibitor]
16	O=C(Cn1cc(C(=O)C(=O)N2CCOCC2)c2ccccc21)Nc1cccc(C(F)(F)F)c1	17.6%
17	CCC[C@H]1CN(c2ccc(Br)cc2)C(=O)[C@@H]1CC(=O)Nc1ccc(OC)cc1	-16.4%
18	Cc1cc(C2=CC(=O)C[C@H](c3ccc(F)cc3)C2)ccc1F	3.7%
19	O=C(O)c1ccccc1C(=O)OC1CC2CCC1C2 (centres undefined)	16.5%
20	CC(=O)Nc1ccccc1NC(=O)c1ccc2c(c1)OCO2	7.6%
21	COc1ccc(Cc2nc3ccc(C(=O)N4CCC(C(N)=O)CC4)cc3o2)cc1	-6.5%
22	COc1ccc(S(=O)(=O)N2CCOCC2)cc1NC(=O)c1ccc(SC)cc1OC	9.0%
23	C[C@H](CO)N1C[C@H](C)[C@@H](CN(C)C(=O)C2CCCCC2)OCc2cnnn2CCCC1=O	3.0%
24	CCN(CC)S(=O)(=O)c1cccc(NC(=O)COC(=O)c2[nH]c(C)c(C(C)=O)c2C)c1	7.0%
25	O=C1c2[nH]c3ccccc3c2CC1N1C(=O)c2ccccc2C1=O (centres undefined)	-9.8%
26	CC(C)C1C(=O)N(Cc2cn(Cc3ccco3)nn2)CCS(=O)(=O)N1Cc1ccc(-c2ccc(Cl)cc2)cc1 (centres undefined)	-57.8%[inhibitor]
27	COc1ccc(NC(=S)Nc2ccc(S(=O)(=O)N3CCCCC3)cc2)cc1	-17.0%
28	COc1ccc(CN2C(=O)C(CC(=O)NCCCCc3ccccc3)CC(C(=O)N(C(C)C)C(C)C)=C2C)cc1 (centres undefined)	-10.1%
29	Cc1cccc(NC(=O)CSc2nc3ccccc3c(=O)n2C)c1C	-0.1%
30	CCCNC(=O)N(C)C[C@@H]1Oc2cc(Br)ccc2S(=O)(=O)N([C@@H](C)CO)C[C@H]1C	14.5%
31	C[C@@H]1CCCCO[C@@H](CN(C)C(=O)c2ccncc2)[C@@H](C)CN([C@H](C)CO)C(=O)c2cc(NC(=O)Cc3ccccc3)ccc2O1	8.2%
32	O=c1cc(CO)[nH]nc1CO	-7.4%
33	CC(C)C1C(=O)N(Cc2cn(CCC3OCCO3)nn2)CCS(=O)(=O)N1Cc1ccc(-c2ccc(Cl)cc2)cc1 (centres undefined)	-46.7%[inhibitor]
34	CCCNC(=O)CSc1ccc(S(=O)(=O)N(C)C2CCCCC2)cn1	-11.3%
35	CCCc1nn2c(-c3ccccc3)nnc2o1	-28.3%
36	Cc1cccc(NC(=O)c2nc[nH]c2C(=O)NC[C@@H](C)O)c1	4.0%
37	COc1ccc(C(O)c2cnc(C)n2Cc2ccccc2)cc1 (centres undefined)	20.0%
38	CCN(CC)C(=O)C1=C(C)N(CCCN2CCCC2=O)C(=O)C(CC(=O)NCc2cccc3ccccc23)C1 (centres undefined)	9.1%
39	Cc1ccccc1C(=O)NCC(=O)OCC(=O)NNC(=O)c1ccccc1F	-6.3%
40	Cc1cccc(NC(=O)COC(=O)c2nn(-c3ccccc3C(F)(F)F)cc2O)c1C	-3.7%
41	O=C(C[C@H]1C[C@@H]2c3cc(NC(=O)C4CCC4)ccc3O[C@@H]2[C@H](CO)O1)NC1CCCCC1	-20.1%
42	C[C@@H]1CN([C@@H](C)CO)C(=O)CCCn2nncc2CO[C@@H]1CN(C)S(=O)(=O)c1ccc(Oc2ccccc2)nc1	25.3%
43	COc1ccccc1-c1ccccc1C1=CC(=O)CC(C)(C)C1=O	-9.9%
44	O=C1CC[C@@H](C(=O)N2CSC[C@@H]2C(=O)Nc2cccc(C(F)(F)F)c2)N1	-4.6%
45	COc1ccc(/C=C(/NC(=O)c2ccco2)C(=O)NCc2ccco2)cc1	-10.1%
46	Cc1ccc(S(=O)(=O)N2CCN(C(=O)c3ccc(-n4cncn4)c([N+](=O)[O-])c3)CC2)c(C)c1	-23.2%
47	O=C(O)c1ccc(-n2ncc(Cl)c(Cl)c2=O)cc1	-11.3%
48	CNS(=O)(=O)c1ccc(CNC[C@H]2O[C@@H](n3cc(C)c(=O)[nH]c3=O)C[C@@H]2O)cc1	-0.9%
49	COc1ccccc1CNC(=O)C[C@@H]1C[C@H]2c3cc(NC(=O)c4ccc5c(c4)OCO5)ccc3O[C@H]2[C@@H](CO)O1	1.0%
50	C[C@@H]1CCCCO[C@H](CN(C)C(=O)Cc2ccccc2)[C@@H](C)CN([C@H](C)CO)C(=O)c2cc(NC(=O)Nc3ccccc3)ccc2O1	10.9%
51	O=C1C(=Cc2ccccn2)CCc2ccccc21	-26.2%
52	C[C@@H]1CCCCO[C@H](CN(C)Cc2ccc(Cl)c(Cl)c2)[C@@H](C)CN([C@H](C)CO)C(=O)c2cc(N(C)C)ccc2O1	-2.9%
53	CCC(CC)c1nnc(NC(=O)CSCc2c(C)noc2C)s1	15.1%
54	O=C(NCCc1ccc(Cl)cc1)c1cc(S(=O)(=O)N2CCCC2)ccc1F	18.7%
55	CC(Oc1ccc(Br)cc1)C(=O)N(Cc1ccccc1)c1c(N)n(Cc2ccccc2)c(=O)[nH]c1=O (centres undefined)	9.3%
56	CC(=O)Nc1ccc(S(=O)(=O)N(C)CC(=O)OC(C)C(=O)NC2(C#N)CCCCC2)cc1 (centres undefined)	-10.5%
57	CCCCCC(=O)N1C[C@H](O)[C@@H](n2cc(COC(=O)c3ccccc3)nn2)C[C@@H]1c1ccc(OC)cc1	-2.5%
58	Cc1ccc(NC(=O)c2nc[nH]c2C(=O)N(C)CCO)cc1	21.7%
59	O=C(O)C1C(c2ccccc2)=C1c1ccc(Br)cc1 (centres undefined)	11.7%
60	COc1cc(-c2nnc(NC(=O)CS(=O)(=O)c3ccc(Cl)cc3)o2)cc(OC)c1OC	8.9%

# (list continues)
no.	mol	a7 integrin act
61	O=C1NC(Cc2ccc(O)cc2)c2nc3ccc(Br)cc3c(=O)n2-c2ncccc21 (centres undefined)	27.3%
62	NNC(=O)c1nc2ccccc2s1	-12.3%
63	CCN(CC)C(=O)C1=C(C)N(Cc2ccccc2)C(=O)C(CC(=O)NCc2ccco2)C1 (centres undefined)	-6.6%
64	COc1ncnc2c1ncn2CCCNCCN1CCOCC1	-5.3%
65	CN(C1=NS(=O)(=O)c2ccccc21)c1ccc(OC(=O)c2ccccc2F)cc1	-9.2%
66	COc1cc(C(=O)N2CCN(c3cccc(Cl)c3)CC2)ccc1OCC(=O)N1CCOCC1	3.3%
67	Cc1cn([C@H]2C[C@H](O)[C@@H](CNCc3cnc(N4CCOCC4)nc3)O2)c(=O)[nH]c1=O	25.1%
68	C[C@H](CO)N1C[C@H](C)[C@H](CN(C)S(=O)(=O)c2ccc(Cl)cc2)OCc2cnnn2CCCC1=O	4.3%
69	CC(=O)N1c2ccc(S(=O)(=O)NCCC(=O)Nc3ccc(Cl)cc3)cc2CC1C (centres undefined)	13.1%
70	Cc1ccc2c(c1)CO[C@@]21O[C@H](CCO)C[C@H](O)[C@H]1O	-10.0%
71	Cc1ccc(-c2ccc(CN3C(C(C)C)C(=O)N(Cc4cn(CCC5OCCCO5)nn4)CCS3(=O)=O)cc2)cc1 (centres undefined)	18.3%
72	Cc1sc2ncnc(SCC(=O)NC3CCS(=O)(=O)C3)c2c1C (centres undefined)	-1.2%
73	COc1cc(C(=O)N2CC(=O)Nc3ccccc32)cc(OC)c1OC	-44.5%
74	O=C1NC(Cc2ccccc2)c2nc3ccccc3c(=O)n2-c2ncccc21 (centres undefined)	12.2%
75	COc1ccc(C(CNC(=O)c2ccc(OCc3csc(C)n3)cc2)N2CCCC2)cc1 (centres undefined)	-31.3%

# In the list so far, 3 have a thiophene ring, fused or not.
no.	mol	a7 integrin act
10	CC1(c2ccc(Cl)cc2)NC(=O)N(CC(=O)N2CCN(C(=O)c3cccs3)CC2)C1=O (centres undefined)	-0.7%
11	COc1ccc(CN2C(=O)C(CC(=O)NCc3cccs3)CC(C(=O)N(C(C)C)C(C)C)=C2C)cc1 (centres undefined)	-26.5%
72	Cc1sc2ncnc(SCC(=O)NC3CCS(=O)(=O)C3)c2c1C (centres undefined)	-1.2%

# Ordered by value in a7 integrin act (highest first): some entries from above
no.	SMILES	a7 integrin act
68	C[C@H](CO)N1C[C@H](C)[C@H](CN(C)S(=O)(=O)c2ccc(Cl)cc2)OCc2cnnn2CCCC1=O	4.3%
65	CN(C1=NS(=O)(=O)c2ccccc21)c1ccc(OC(=O)c2ccccc2F)cc1	-9.2%
75	COc1ccc(C(CNC(=O)c2ccc(OCc3csc(C)n3)cc2)N2CCCC2)cc1 (centres undefined)	-31.3%
73	COc1cc(C(=O)N2CC(=O)Nc3ccccc32)cc(OC)c1OC	-44.5%

# Going on with the list.
no.	mol	a7 integrin act
76	CNC(=O)c1ccc2cc(OC)c(OC)cc2c1	1.1%
77	Cc1cccc(NC(=O)CSCC(=O)Nc2ccccc2C(=O)N2CCCCC2)c1	16.4%
78	C[C@H]1CCCCO[C@H](CN(C)C(=O)Nc2ccc(F)cc2)[C@@H](C)CN([C@@H](C)CO)C(=O)c2cc(NC(=O)Nc3ccc4c(c3)OCO4)ccc2O1	-21.9%
79	Cc1cccc(C)c1NC(=O)CN(C)C(=O)c1ccc(OCc2ccccc2)cc1	-1.3%
80	COc1ccccc1-c1cc2nc(-c3ccccc3)cc(N3CCN(C(=O)c4ccoc4)CC3)n2n1	-34.3%
81	O=C(c1ncn2c1c(=O)[nH]c1ccccc12)N1CCc2ccccc2C1	5.1%
82	CCC(=O)N(C)C[C@H]1Oc2ncc(C#Cc3ccncc3)cc2C(=O)N([C@@H](C)CO)C[C@@H]1C	-0.5%
83	C[C@H](CO)N1C[C@H](C)[C@@H](CN(C)S(=O)(=O)c2ccc(Oc3ccccc3)cc2)OCc2cn(nn2)CCCC1=O	-14.8%
84	C[C@@H]1CN([C@@H](C)CO)S(=O)(=O)c2ccc(Br)cc2O[C@@H]1CN(C)Cc1ccccn1	5.1%
85	C[C@@H]1CN([C@@H](C)CO)C(=O)c2cc(NC(=O)C3CCCCC3)ccc2O[C@@H](C)CCCCO[C@H]1CN(C)S(=O)(=O)c1ccc(Cl)cc1	-8.4%
86	O=C(CNC(=O)c1ccc(Br)cc1)OC1CCOC1=O (centres undefined)	-0.4%
87	C[C@@H]1CN([C@@H](C)CO)C(=O)c2cc(C#Cc3cccc(F)c3)cnc2O[C@H]1CN(C)C(=O)C1CCCCC1	-6.9%
88	Nc1ccc2c3c(ccc([N+](=O)[O-])c13)CC2	-20.2%
89	Cc1cccc(-c2ccc3[nH]c4c(c3c2)CCN2C[C@@H]([C@H](C)O)[C@@H](N(C)C(=O)NC3CCCCC3)C[C@@H]42)c1	-59.6%[inhibitor]
90	N#CCCN(C(=O)COC(=O)c1ccc(Cl)nc1)c1ccc2c(c1)OCCO2	7.1%
91	O[C@H]1CN(CC2CCCCC2)[C@@H](c2ccc(Cl)cc2)C[C@@H]1n1cc(C2CC2)nn1	-61.0%[inhibitor]
92	CC(C)(c1ccc(O)cc1)c1ccc(O)c(C(=O)O)c1	4.3%
93	O=C(Nc1oc2ccccc2c(=O)c1-c1ccccc1)c1ccco1	-8.7%
94	CC1(C)CC(Cc2ccc(C(=O)c3ccccc3)cc2)N(C(=O)OC(C)(C)C)N1 (centres undefined)	11.7%
95	COc1ccc(CN2C(=O)C(CC(=O)NCCCCc3ccccc3)CC(C(=O)N3CCOCC3)=C2C)cc1 (centres undefined)	-4.4%
96	CC(C)(C)OC(=O)NCCCCCNC(=O)c1ncn2c1c(=O)[nH]c1ccccc12	27.3%
97	C[C@H]1CN([C@@H](C)CO)C(=O)CCCn2cc(nn2)CO[C@@H]1CN(C)C(=O)Nc1ccc(N2CCCCC2)cc1	-0.1%
98	O=C(O)c1ccc(Cl)c(NC(=O)C2CCN(S(=O)(=O)c3ccc4c(c3)OCCO4)CC2)c1	-10.2%
99	O=C(NCCc1ccc(F)cc1)C1CCC(=O)N(CC2CCCCC2)C1 (centres undefined)	-1.7%
100	O=C1CC2CCCC(C1)S2=O (centres undefined)	11.1%
